Source: PubChem
DDE Tn7 FP inh: DD(E)-Tn7 binding inhibition, primary FP screen; FP displacement of FITC-Tn7 peptide from fibrin DD(E); 0% = median of compound wells per plate; inhibition, % at 8.3 µM; actives 0.13% (n = 370,000); AID 720508; P02675;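 active = inhibition above the mean of compounds falling within the control limits plus 3 SD of them, cut at about 14% in these data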;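 also: 0% = plate median of compound wells and 100% = 10 µM Aha-Tn7 peptide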
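Measure: % inhibition scaled between sample-field median and high-control FP; Test system: human fibrin DD(E); Quantity: 2 µM final DD(E) protein; Doses: one dose, 8.3 µM nominal; Schedule: compound with protein 10 min, then 3 h after probe, room temperature; Detection: fluorescence polarization; Medium: Tris buffer with calcium and detergent, pH 7.8.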
LEDGF integ inh: blocks HIV-1 LEDGF/p75-dependent DNA integration | AID 743269 | actives 0.64% (n = 370,000) | TR-FRET IN-LEDGF/p75 DNA integration, Eu/Cy5 | inhibition, % at 3.7 µM;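 active = inhibition above the screen-wide mean plus 3 SD, cut at about 13% in these data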;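 also: signal is the Cy5 over europium emission ratio at 671 and 618 nm; 0% = plate median of compound wells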
ADAM10 inh: inhibits human ADAM10; AID 720582; actives 0.62% (n = 370,000); recombinant ADAM10, EDANS/DABCYL FRET peptide cleavage, 3 h; O14672; inhibition, % at 7 µM;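 active = inhibition above a per-campaign cutoff equal to the mean of compounds falling between control-based bounds plus 3 SD, cut at about 20% in these data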;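 also: 0% = DMSO wells while the 100% control is not disclosed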
Target sequence (O14672 214-748 limits assumed): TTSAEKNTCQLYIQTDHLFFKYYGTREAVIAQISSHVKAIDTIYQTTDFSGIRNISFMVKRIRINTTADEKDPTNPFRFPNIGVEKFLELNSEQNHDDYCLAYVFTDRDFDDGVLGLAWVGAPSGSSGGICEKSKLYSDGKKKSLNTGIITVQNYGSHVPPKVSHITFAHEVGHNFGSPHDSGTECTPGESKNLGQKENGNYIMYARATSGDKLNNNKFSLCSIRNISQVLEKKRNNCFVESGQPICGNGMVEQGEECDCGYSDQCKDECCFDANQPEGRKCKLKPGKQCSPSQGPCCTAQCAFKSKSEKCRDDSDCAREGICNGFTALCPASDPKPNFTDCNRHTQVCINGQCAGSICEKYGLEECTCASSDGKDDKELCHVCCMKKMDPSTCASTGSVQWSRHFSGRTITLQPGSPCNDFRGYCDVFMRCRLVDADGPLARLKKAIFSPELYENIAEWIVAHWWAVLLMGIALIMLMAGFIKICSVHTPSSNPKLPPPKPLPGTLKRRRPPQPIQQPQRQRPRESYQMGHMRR
TDP2 absorb: blocks human TDP2 phosphodiesterase activity. O95551. recombinant TDP2, T5PNP hydrolysis, p-nitrophenol absorbance 415 nm. inhibition, % at 12.8 µM. actives 0.34% (n = 370,000). AID 720702;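 active = inhibition above the mean of all tested compounds plus 3 SD, set per campaign, cut at about 25% in these data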;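 also: 0% = DMSO with enzyme and 100% = buffer with substrate but no TDP2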
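Assay system: recombinant human TDP2 / Reagent: T5PNP substrate at 5 mM, a TopII-DNA adduct mimic / Measured by: epi absorbance from released p-nitrophenol / Evaluation: % inhibition relative to enzyme-containing and enzyme-free wells / Control set: enzyme-free and DMSO wells / Replicates: each compound tested once, singlicate / Schedule: enzyme reaction with compound for 2 h at 37 °C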
ASAP1 inh: ASAP1 ArfGAP inhibition | actives 0.19% (n = 360,000) | ASAP1-stimulated ARF1 GTP hydrolysis, GDP FP detection | AID 624377 | inhibition, % at 16.5 µM; in the data active = inhibition above about 25%;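 also: 0% = vehicle with enzyme and substrate and 100% = no enzyme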
ADAM17 inh: inhibitors of human ADAM17 | recombinant ADAM17, EDANS/DABCYL FRET peptide cleavage | AID 720648 | actives 0.83% (n = 370,000) | P78536 | inhibition, % at 6.95 µM;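 active = inhibition above the mean of compounds lying between control limits plus 3 SD, set per campaign, cut at about 8.5% in these data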;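 also: 0% = DMSO-only wells as the low control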
Target sequence (P78536 215-824 limits assumed): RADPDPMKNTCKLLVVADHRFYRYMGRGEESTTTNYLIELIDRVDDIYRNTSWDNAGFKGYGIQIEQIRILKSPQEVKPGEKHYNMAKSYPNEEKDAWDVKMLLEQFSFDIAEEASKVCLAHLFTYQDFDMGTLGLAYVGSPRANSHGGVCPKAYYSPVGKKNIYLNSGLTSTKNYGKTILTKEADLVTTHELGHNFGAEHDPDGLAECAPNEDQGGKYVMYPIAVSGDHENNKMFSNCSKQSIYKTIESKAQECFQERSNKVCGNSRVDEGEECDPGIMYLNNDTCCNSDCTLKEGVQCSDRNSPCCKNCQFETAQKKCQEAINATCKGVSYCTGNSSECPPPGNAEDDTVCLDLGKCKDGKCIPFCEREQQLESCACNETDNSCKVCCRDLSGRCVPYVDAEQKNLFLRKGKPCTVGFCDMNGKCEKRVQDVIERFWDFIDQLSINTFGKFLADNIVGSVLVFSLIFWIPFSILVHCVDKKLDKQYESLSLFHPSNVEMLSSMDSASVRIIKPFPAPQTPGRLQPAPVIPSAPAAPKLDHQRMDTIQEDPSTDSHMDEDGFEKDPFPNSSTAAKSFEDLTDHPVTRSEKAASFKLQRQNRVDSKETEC
Tn6 DDE FP: disrupts Tn6 cyclic peptide binding to fibrin D-Dimer-E complex. Fibrin DD(E) TRITC-Tn6 fluorescence polarization displacement. inhibition, % at 8.3 µM. actives 0.21% (n = 370,000);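 active = inhibition above a per-campaign cutoff: mean of compounds within control limits plus 3 SD, cut at about 15% in these data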;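 also: 0% = median of all compound wells on the plate and 100% = blocking peptide control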
ARFGAP1 inh: rat ARFGAP1 inhibition. Q62848. Arfgap1-stimulated ARF1 GTP hydrolysis, GDP FP detection. inhibition, % at 16.5 µM. actives 0.26% (n = 360,000);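 active = inhibition above a per-plate limit, mean inhibition of low control wells plus 3 SD, cut at about 25% in these data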;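 also: 0% = DMSO wells with enzyme and 100% = wells lacking Arfgap1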
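material = rat Arfgap1 catalytic domain, aa 1-136 | also added = human ARF1(Δ1-17)-GTP substrate | compound dosing = one concentration, 16.5 µM, DMSO 1.26% | times = GTP hydrolysis reaction 2 h at 25 °C | measured by = FP, GDP Alexa 633 tracer displaced from anti-GDP antibody, 620/688 nm | evaluation = percent inhibition of Arfgap1-stimulated GTP hydrolysis | replication = single well per compound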
KLK7 zymogen act: activators of human kallikrein-7 zymogen | P49862 | purified proKLK7, EDANS-DABCYL substrate fluorescence; 100% is mature enzyme control, 0% vehicle | activation, % at 7 µM | actives 0.9% (n = 370,000) | AID 652039;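 active = activation above the mean of all tested compounds plus 3 SD, computed per campaign excluding outliers beyond control limits, cut at about 13% in these data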
PLCg1 inh: PLC-gamma1 (human) inhibition, primary screen; P19174; purified PLC-gamma1, fluorogenic substrate, fluorescence; inhibition, % at 12.2 µM; actives 0.84% (n = 370,000); in the data active = inhibition above about 9.5%
The depositor's hits bear a star; i = inactive; . = not tested or not shown.

SMILES | DDE Tn7 FP inh | LEDGF integ inh | ADAM10 inh | TDP2 absorb | ASAP1 inh | ADAM17 inh | Tn6 DDE FP | ARFGAP1 inh | KLK7 zymogen act | PLCg1 inh
CCOC(=O)N1CCN(C(=O)N2CCOCC2)CC1 | 3 | -6 | -1 | 0 | -9 | -3 | 4 | -8 | 0.2 | 4
Cc1cccc(N2C(=O)CC(c3ccc(F)cc3)C3=C2COC3=O)c1 (centres undefined) | -4 | 3 | 3 | -8 | 7 | -3 | 5 | -2 | -0.1 | -3
Cc1cccc(CN2CCN(C3CN(Cc4cn(Cc5ccc(C(F)(F)F)cc5)nn4)S(=O)(=O)C3)CC2)c1 (centres undefined) | -2 | -5 | 0 | 9 | -14 | -2 | 5 | 1 | 0.5 | -240
Cc1ccc(NC(=O)COc2cccc(C)c2C)cc1S(=O)(=O)N1CCCCCC1 | 5 | -4 | 7 | 11 | -2 | 5 | -8 | -3 | -1.5 | 0
CCOC(=O)C1(CC2CCCCO2)CCN(Cc2nc(C(C)C)cs2)CC1 (centres undefined) | -3 | 6 | -3 | 4 | 3 | -1 | 0 | 11 | 0.4 | -1
O=[N+]([O-])c1cccnc1N1CCOCC1 | 3 | -2 | 3 | 5 | -8 | -2 | 4 | 0 | 0.3 | 3
Cc1ccccc1NS(=O)(=O)c1cc(OCC(N)=O)c(C)cc1Cl | -1 | -2 | -3 | -2 | 2 | 0 | 2 | -20 | -0.3 | 0
Cc1cc(S(=O)(=O)NC2CC(C)(C)NC(C)(C)C2)c(Cl)cc1Cl | -3 | -2 | 2 | -5 | 4 | -1 | 7 | 8 | 1.1 | -4
COc1cc2c(=O)n(Cc3ccccc3)c(=O)n(CC(=O)NCc3ccco3)c2cc1OC | 7 | -1 | -2 | 2 | 6 | -6 | -4 | 19 | 0.3 | 5
Cc1ccc(NC(=O)NC2CC(=O)N(c3ccc4c(c3)OCCO4)C2)c(C)c1 (centres undefined) | 1 | 0 | -9 | 6 | -11 | -3 | 6 | 3 | 0.3 | 0
CCOc1ccc(-n2c(=S)sc3c(=O)[nH]c(SCC(=O)NCC4CCCO4)nc32)cc1 (centres undefined) | 7 | 1 | -1 | 4 | 12 | 1 | 2 | -4 | 0.3 | 0
CCN(CC)S(=O)(=O)c1cccc(C(=O)NC(C(=O)NC2=NCCS2)C(C)C)c1 (centres undefined) | -7 | 3 | 13 | -14 | 4 | 7 | -2 | 0 | -0.1 | 7
CC(C)CCNC(=O)c1csc2c1CCCCC2 | 6 | 2 | -3 | 4 | -11 | -3 | 1 | -3 | -0.8 | 0
CC(=O)Nc1ccc(N(C(=O)c2ccco2)C(C(=O)NC2CCCC2)c2cccs2)cc1 (centres undefined) | 0 | 4 | -11 | -3 | -8 | -7 | 5 | 2 | 0.6 | 1
O=C(Cn1cnc2ccccc2c1=O)N1CCN(Cc2ccccc2)CC1 | -3 | 2 | -6 | 11 | -3 | -3 | -7 | 1 | -0.3 | 1
Cc1cc(=O)oc(C)c1C(=O)Nc1ccc(F)cc1 | -5 | -3 | 2 | 5 | 9 | -6 | 0 | -2 | 0.6 | 0
O=C(O)Cn1c(-c2ccccc2)cc2ccccc21 | 7 | 1 | -33 | -3 | -3 | -14 | -2 | -3 | 0.1 | -5
CC(=O)C[C@H](O)CC(=O)[C@H]1OC(=O)[C@@H](C)C/C=C\Cc2ccccc21 | -3 | 3 | -4 | 1 | -2 | -4 | -5 | 10 | -0.1 | -6
O=C(O)C(=Cc1ccccc1)Cc1ccccc1 | 2 | -4 | -18 | 6 | 0 | -2 | -8 | 4 | 0.6 | 0
CCC(=O)Nc1cc(-c2nn(CC(=O)N3CCCCC3)c(=O)c3ccccc23)ccc1N1CCOCC1 | 0 | -1 | 1 | 6 | 7 | -3 | 8 | 3 | 0.5 | -10
Cc1cc(C)cc(NC(=O)CSc2nc3ccccc3nc2N2CCCCC2)c1 | 2 | -3 | -4 | 7 | 5 | -4 | 4 | 4 | -0.3 | -2
COC(=O)[C@]12CCCCC=C1N(CCc1ccc(OC)c(OC)c1)C(=O)[C@H](CC(=O)NCc1ccc(C)o1)C2 | -1 | 5 | 1 | 8 | 6 | -2 | 1 | -2 | 0.0 | 2
C=CCn1c(=O)c2c(nc3n2CC(C)CN3CCc2ccccc2)n(C)c1=O (centres undefined) | 7 | -2 | 4 | -4 | 7 | 5 | 1 | 4 | 0.2 | 6
CCN(CC)c1ccc(NC(=O)CSc2nc3nc(C)cc(C)c3c(=O)[nH]2)cc1 | -7 | -5 | -2 | -2 | -3 | -1 | -4 | 12 | 0.5 | -3
c1coc(CCNc2ncnc3ccc(-c4ccc5c(c4)OCO5)cc23)c1 | 1 | 2 | -144 | 1 | . | -62 | -10 | . | . | -114

Compound profiles, as listed above.
CCOC(=O)N1CCN(C(=O)N2CCOCC2)CC1 is listed as DDE Tn7 FP inh: 3; LEDGF integ inh: -6; ADAM10 inh: -1; TDP2 absorb: 0; ASAP1 inh: -9; ADAM17 inh: -3; Tn6 DDE FP: 4; ARFGAP1 inh: -8; KLK7 zymogen act: 0.2; PLCg1 inh: 4
O=[N+]([O-])c1cccnc1N1CCOCC1 is listed as DDE Tn7 FP inh: 3; LEDGF integ inh: -2; ADAM10 inh: 3; TDP2 absorb: 5; ASAP1 inh: -8; ADAM17 inh: -2; Tn6 DDE FP: 4; ARFGAP1 inh: 0; KLK7 zymogen act: 0.3; PLCg1 inh: 3

Other results follow:
SMILES | DDE Tn7 FP inh | LEDGF integ inh | ADAM10 inh | TDP2 absorb | ASAP1 inh | ADAM17 inh | Tn6 DDE FP | ARFGAP1 inh | KLK7 zymogen act | PLCg1 inh
O=C(NC1CCN(S(=O)(=O)c2ccc(F)cc2)CC1)c1cccc(F)c1 | -4 | 0 | -1 | 4 | 3 | -1 | 10 | -11 | 0.4 | 0
COc1ccccc1N(C(=O)c1ccco1)C(C(=O)NC1CCCC1)c1ccc(N2CCOCC2)cc1 (centres undefined) | 5 | -2 | -10 | -1 | 8 | -4 | 1 | 3 | -0.3 | 0
CCOC(=O)N1CCN(C(=O)C[C@@H]2C[C@@]3(C(=O)OC)CC(C)(C)CC=C3N(Cc3ccccc3)C2=O)CC1 | 0 | -2 | -2 | -3 | -1 | -1 | 4 | 2 | 0.6 | -3
O=C(c1ccc(F)cc1)N1CCN(C2=NS(=O)(=O)c3ccccc32)CC1 | 3 | 0 | 5 | 14 | -1 | -1 | -3 | -5 | 0.1 | 1
Cc1ccc(N=Cc2nc(-c3ccc(C)cc3)oc2O)cc1 | 3 | -4 | 3 | -7 | -6 | 1 | 11 | 11 | -4.9 | -2
Cc1noc(C)c1S(=O)(=O)N1CCC(Cc2ccccc2)CC1 | 1 | 3 | 5 | -1 | 1 | 2 | -4 | 4 | 0.3 | 2
O=C(/C=C/c1ccccc1Cl)c1cccnc1 | -2 | 4 | 1 | 3 | -6 | 1 | 3 | -7 | 0.2 | 1
Cc1noc(C)c1S(=O)(=O)N(CC(=O)O)c1ccc2c(c1)OCO2 | -1 | 2 | -5 | 1 | 3 | -3 | -5 | 10 | -0.8 | 0
O=C(CSc1nnc(C2COc3ccccc3O2)o1)N1CCCCC1 (centres undefined) | 4 | 0 | -9 | 2 | 0 | 0 | -1 | -2 | 0.5 | -3
COCCNC(=O)c1ccccc1N(Cc1ccccc1)S(=O)(=O)c1ccc(C)cc1 | 4 | -2 | 9 | -7 | 1 | 1 | -2 | 7 | -0.3 | 3
Cc1cc(=O)oc2cc(OCC(=O)N3c4ccccc4NC(=O)C3(C)C)ccc12 | 5 | 3 | -459 | -2 | 6 | -114 | -4 | -7 | -4.3 | -62
Cc1ccc(S(=O)(=O)NCC(=O)N/N=C/c2ccc(Cl)cc2Cl)cc1 | 2 | 0 | 1 | 5 | 0 | 5 | 10 | -7 | 0.9 | -3
CC(C)(C)NC(=O)c1ccccc1-c1nc(-c2ccccc2Cl)no1 | -1 | -2 | 2 | 0 | 0 | -1 | 9 | -6 | -0.4 | -2
CC(C)C[C@H]1CNC(=S)N1C[C@H]1CCCN1C[C@H](CC(C)C)N1C[C@H](Cc2ccc(O)cc2)N(CC2CCCCC2)C1=S | -1 | 1 | -14 | -1 | 13 | -4 | -2 | 7 | 0.1 | 1
CCCCOP(=O)(c1ccc(N(C)C)cc1)C(O)c1ccc(C(C)C)cc1 (centres undefined) | -7 | 5 | 7 | -13 | 15 | 2 | -4 | 1 | 0.2 | 3
Cc1cc(NC(=O)CCN2CCC(C)CC2)ccc1Br | 2 | 4 | 1 | 6 | -4 | -2 | 0 | -6 | -0.2 | 6
O=[N+]([O-])c1cccc(-c2nnc(-c3ccccc3)o2)c1 | 0 | 6 | 10 | -1 | 8 | 0 | 0 | -4 | -0.7 | 5
NS(=O)(=O)c1ccc(Nc2ccc3cc(S(=O)(=O)N4CCCCC4)ccc3n2)cc1 | -7 | 2 | i | -24 | 24 | -364 | 36* | 47* | 3.8 | i
O=C(N/N=C/c1cccs1)c1cncc(Br)c1 | 0 | 0 | -1 | 0 | 6 | 1 | 2 | 0 | 0.2 | -2
Cc1ccc(Oc2ncccc2NC(=O)CC2(CC(=O)O)CCCC2)c2c1CCC2 | 1 | -1 | 0 | 10 | -12 | -1 | 2 | -14 | -0.3 | 0
O=C(CCCN1CCOC(c2ccccc2)C1)c1ccc(F)cc1 (centres undefined) | 4 | 0 | -6 | -11 | -10 | 0 | 3 | -10 | -0.3 | 4
O=C(NCCc1c[nH]c2ccccc12)C(=O)NCC1OCCCN1S(=O)(=O)c1ccccc1 (centres undefined) | -14 | -3 | 8 | -8 | 3 | 2 | 5 | 9 | -0.1 | 2
COc1ccc(OC)c(-n2nnnc2SCC(=O)N2CCN(C(=O)c3ccco3)CC2)c1 | 0 | -2 | -5 | -6 | -4 | -1 | 1 | 9 | 0.2 | 2
Cc1cc(C)c[n+](CC(=O)c2ccc(C)c([N+](=O)[O-])c2)c1 | 3 | 4 | 4 | -4 | 10 | -3 | -6 | 5 | 0.0 | 1
COc1ccc(N2CCN(C(=O)C(NC(=O)c3c(F)cccc3F)C(C)C)CC2)cc1 (centres undefined) | 1 | 0 | -13 | -7 | -1 | 0 | -2 | 14 | 0.1 | 1
CCOC(=O)c1nnn(-c2nonc2N)c1-c1ccc(Cl)cc1 | -1 | 3 | 3 | -11 | 5 | 1 | 4 | -10 | -0.5 | 0

ARFGAP1 inh, what is marked active above
SMILES | DDE Tn7 FP inh | LEDGF integ inh | ADAM10 inh | TDP2 absorb | ASAP1 inh | ADAM17 inh | Tn6 DDE FP | ARFGAP1 inh | KLK7 zymogen act | PLCg1 inh
NS(=O)(=O)c1ccc(Nc2ccc3cc(S(=O)(=O)N4CCCCC4)ccc3n2)cc1 | -7 | 2 | i | -24 | 24 | -364 | 36* | 47* | 3.8 | i
